# Autophagy mod: autophagy modulation, high-content screen | MEF GFP-LC3 puncta imaging; test concentration mostly 10 µM | calls only at 10 µM (by protocol) | hit rate 0.98% among 190,000;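 active means percentage of spot-positive cells more than 3 SD above its plate mean, without a fluorescence outlier flag or 80% toxicity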;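 further: spot-positive cell cutoff set from DMSO-treated cells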
# Lipid droplet: hepatic lipid droplet formation modulation | hit rate 0.4% among 240,000 | AML12 mouse hepatocytes, oleate lipid droplets, BODIPY imaging | inhibition, % at 6.5 µM;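 active means lipid droplet intensity inhibited by at least 50%, with more than 500 cells counted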
#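 Material – mouse AML12 hepatocyte cell line, fixed after treatment · Compound dosing – one dose, 6.5 µM compound · Times – compound with oleate, overnight · Measured by – Image-based BODIPY and DAPI two-channel analysis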
# Dynein transport: blocks dynein driven cargo transport along microtubules. 3617.4 mouse cells, GR-EGFP nuclear translocation imaging; test concentration mostly 20 µM; stimulated with dexamethasone, 1 µM; active compounds read low. z-score, hits read low. hit rate 0.47% among 220,000. AID 1381;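 active means plate z-score of nuclear minus cytoplasmic receptor signal below a set negative limit, without overly bright fluorescence or cell loss, cut at about -3.5 in these data, passing the limit was not always enough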;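 further: z-score of nuclear minus cytoplasmic ring GR-EGFP intensity difference per well; some compounds called inactive have numbers as strong as hits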
#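 Buffer or medium: tet-free, stripped-serum medium; reagent: dexamethasone at 1.0 µM final, 30 min; incubation: 48 h induction, 1 h compound, 30 min dex at 37 °C; measured by: formaldehyde fixation, Hoechst nuclear stain, 10x automated fluorescence imaging; read-out: nuclear-to-cytoplasmic GR-EGFP distribution per well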
# bCat nuc transl: modulators of beta-catenin nuclear translocation | nuclear translocation activity, % at 5 µM | hit rate 0.3% among 190,000 | HeLa beta-catenin nuclear translocation, immunofluorescence imaging;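 active means nuclear translocation activity above 50% at 5 µM, with a well cell count of 50 or more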;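 further: per-cell ratio of nuclear to cytoplasmic median beta-catenin stain intensity; plate controls were DMSO negative control for no effect and GSK-3 inhibitor IX positive control for full effect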
#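 test system = HeLa cells, endogenous beta-catenin | dosing = single 5 µM dose plus 0.02–20 µM confirmation series | times = compound treatment 24 h, 37°C, 5% CO2 | technique = beta-catenin immunofluorescence imaging with DAPI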
# T cell HTS: T cell immune modulation candidate; 2C CD8+ T cell-vesicle binding, flow cytometry; active compounds read low; hit rate 0.068% among 330,000; calls only at 7 µM;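 active means response, share of CD8 T cells binding vesicles, and their 90th percentile fluorescence all below set limits, cut at about 80% in these data, passing the limit was not always enough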
#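 Benchmarks: naked versus QL9-loaded vesicles / Assay system: purified 2C TCR transgenic mouse naive CD8+ T cells / Technique: high-throughput flow cytometry with anti-B7-1 and anti-CD8 staining / Timing: Cell–vesicle co-incubation 1.5 h at 37 °C, staining 20 min on ice / Read-out: percent CD8+ FL2 mean versus row control / Probe or stimulus: QL9-loaded Drosophila micro-vesicles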
# Ins promoter up: MIN6 insulin promoter up-regulation; hit rate 0.3% among 190,000; AID 1625; MIN6 insulin promoter-GFP reporter, high-content imaging; active compounds read high; z-score at 5 µM;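 active means z-score above 3 at 5 µM with at least 500 cells counted in the well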
# MT stabilize HCS: microtubule stabilization, imaging screen; HeLa tubulin immunostaining HCS, 24 h; share of cells brighter than vehicle mean+2SD; % tubulin-high responders, % at 10 µM; hit rate 0.83% among 200,000; AID 2205;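 active means plate Z-score above 3 for both tubulin-high and condensed-nucleus cell shares, with cell loss under 80%, at 10 µM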;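 further: anti alpha tubulin signal scored within the nucleus-defined area of each cell; some results filed as inactive read as strong as hits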
# Salmonella PhoP GFP: inhibitors of PhoP regulon expression, primary screen, Salmonella Typhimurium, GFP reporter (AID 1863); S. Typhimurium PhoP-regulated promoter GFP reporter, 4 h; higher % means a stronger effect; inhibition, % at 50 µM; hits with a dose series show IC50 in µM; hit rate 0.16% among 300,000;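 active means inhibition over 29.93%, a cutoff 3 SD above the screen mean, later confirmed by dose response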;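 further: 0% = low Mg2+ inducing control and 100% = high Mg2+ repressing control; strong numbers were not always called active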
# CSM14.1 death rescue: protection against thapsigargin-triggered cell killing – 384-well, CSM14.1, ATP luminescence, primary screen (AID 1222); CSM14.1 thapsigargin-induced death rescue, ATP luminescence; higher % means a stronger effect; cellular ATP content (survival), % at 20 µM; hits with a dose series show EC50 in µM; 190,000 tested, under 10 active;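 active means EC50 below 50 µM in the dose-response confirmation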;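 further: death triggered by thapsigargin at about 15 µM added after 2 h compound pretreatment; cell ATP read after overnight thapsigargin exposure of roughly 18 to 22 hours; normalized against plate controls of thapsigargin alone and 5% DMSO vehicle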
# Dynein transport cytoplasmic EGFP: second read-out of Dynein transport, no call of its own (marks repeat the call); z-score; measured here: cytoplasmic GR-EGFP intensity; active compounds read high
# Dynein transport nuclear GR-EGFP: recorded beside Dynein transport, whose call it bears; z-score; measured here: nuclear GR-EGFP intensity;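 lower value marks the stronger effect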
# Dynein transport cell count: further read-out of Dynein transport, marked with its call; z-score; measured here: cell count per field
# Ins promoter up cell count: also measured in Ins promoter up; calls as there; cell count; measured here: cytotoxicity, nuclei count;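 total cells summed across four imaged fields per well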
# Lipid droplet cells 6.5 µM: recorded beside Lipid droplet, whose call it bears; cell count; measured here: cell count, cytotoxicity flag;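 cells counted across two imaged fields per well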
# bCat nuc transl cell count 5 µM: second read-out of bCat nuc transl, no call of its own (marks repeat the call); cell count; measured here: cell count, cytotoxicity flag
# T cell HTS vesicle-bound %: also measured in T cell HTS; calls as there; double positive events, %; measured here: CD8+ vesicle-bound cell fraction;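 binding gate set so that unloaded-vesicle control wells show 10% double positive cells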
# MT stabilize HCS Hoechst-high %: also measured in MT stabilize HCS; calls as there; % Hoechst-high responders; measured here: nuclear condensation Hoechst responders;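 share of cells brighter than vehicle mean plus two SD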
# MT stabilize HCS cytotoxicity %: further read-out of MT stabilize HCS, marked with its call; toxicity, %; measured here: cytotoxicity by cell density;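 0% = mean cell density of plate MIN control wells and 100% = no cells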
# Autophagy mod cell loss 18 h: further read-out of Autophagy mod, marked with its call; toxicity, %; measured here: cell loss, nuclei count;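 cell loss after 18 h compound exposure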
# * hit, by the source's call; i = inactive; . = not tested or not shown; & = joins results of further samples.
SMILES,Autophagy mod,Autophagy mod cell loss 18 h,Lipid droplet,Lipid droplet cells 6.5 µM,Dynein transport,Dynein transport cytoplasmic EGFP,Dynein transport nuclear GR-EGFP,Dynein transport cell count,bCat nuc transl,bCat nuc transl cell count 5 µM,T cell HTS,T cell HTS vesicle-bound %,Ins promoter up,Ins promoter up cell count,MT stabilize HCS,MT stabilize HCS Hoechst-high %,MT stabilize HCS cytotoxicity %,Salmonella PhoP GFP,CSM14.1 death rescue
CN1CCN(C(=O)CN(CCc2ccccc2)S(C)(=O)=O)CC1,i,-12,0,733,-0.73,-0.068,-0.19,0.43,.,.,i,27,-0.27,956,1.0,1.9,4.8,-3%,-1.4%
CC1CCCC(NC(=O)COC(=O)c2sc3ccccc3c2Cl)C1C (stereo unspecified),i,14,-9,683,1.4,0.21,1,-0.47,-1.4,1048,i,45,0.95,1577,1.3,1.3,3.3,-3%,-0.1%
COc1cc2nc(N3CCN(C(=O)C4CCCO4)CC3)nc(N)c2cc1OC (stereo unspecified),i,14&15,-3&-6,716&746,0.081&1.2,-0.16&-0.26,0.7&0.82,-0.6&-0.048,-1.3&-0.6&1.4,1159&527&1054,i,57&41,0.55&-0.03,1028&1401,4.8&1.9,1.8&1.1,5.9&3.5,9%&5%&-5%&1%,-1.6%&-2.5%&0.9%
COC(=O)c1cc(NC(=O)C23CCC(C)(C(=O)O2)C3(C)C)cc(C(=O)OC)c1 (stereo unspecified),i,0,-7,689,0.49,-0.27,0.41,1,.,.,i,62,0.05,1414,1.6,2.3,4.0,-6%,-3.5%
Cc1c(C(=O)N2CCOCC2)oc2c1C(=O)CC(C)(C)C2,i,-2,15,725,-1.2,-0.22,-0.61,0.016,.,.,i,30,-0.88,1300,3.1,2.4,7.4,11%,-2.2%
COc1ccc(-c2cc(C(=O)Nc3cc(C)on3)no2)cc1,i,0,5,716,0.7,-0.28,0.61,0.03,1.2,1075,i,6,-2.2,1267,4.6,2.2,6.9,7%,.
COc1ccc(CCNC(=O)CSCc2ccc([N+](=O)[O-])cc2)cc1,i,14,24,629,2.1,-0.27,0.88,-0.6,0.4,1025,i,19,1.1,1485,3.7,2.5,1.4,4%,14%
CC/C(=N\O)c1ccc(OC)c(OC)c1,i,4,-5,770,1.1,-0.22,0.57,0.45,-0.8,991,i,31,0.82,1241,3.3,2.9,3.7,-6%,-2.8%
CCCN1C(=S)SC(C)(C)C1/[N+]([O-])=C/c1cccnc1 (stereo unspecified),i,-35,5,757,-0.19,-0.14,-0.29,0.22,-4.1,1168,i,57,0.84,775,1.6,1.9,5.4,3%,-1.3%
CS(=O)(=O)Nc1cccc(C2=NN(S(=O)(=O)c3ccccc3)C(c3ccco3)C2)c1 (stereo unspecified),i,-3,7,694,-0.6,-0.3,-0.45,0.8,-1.4,1126,i,63,0.93,1324,1.9,1.6,6.6,-1%,0.4%
CCOCc1nnc(NS(C)(=O)=O)s1,i,-7,.,.,-0.39,-0.21,-0.081,0.86,-1.3,941,i,19,0.02,1160,2.5,2.3,4.2,-12%,-0.3%
Cc1nn(-c2nc3ccccc3s2)c(C)c1Oc1ccccc1O,i,-54,-8,705,-1.2,0.25,0.24,-0.0054,-1.5,1170,i,31,0.03,1029,2.8,1.8,12,7%,0.8%
CC1Cc2cc(/C=C3/SC(N4CCC(C(N)=O)CC4)=NC3=O)ccc2O1 (stereo unspecified),.,.,1,762,-0.78,-0.26,-0.33,0.43,-0.2,1228,i,40,-0.2,1107,.,.,.,-15%,.
CC1(C)Oc2ccc(/C=C/C(=O)N3CCOCC3)c(O)c2C(N2CCOCC2)C1O (stereo unspecified),i,-6,-1,666,-0.88,-0.34,-0.75,1.1,-2.0,948,i,49,0.33,1379,2.8,2.4,11,-2%,-2.6%
CC(=O)Nc1ccc(NC(=O)[C@@H]2CCCC[C@@H]2C(=O)O)cc1,i,16,8,704,-0.32,-0.27,0.013,0.43,-1.8,1145,i,48,0.88,1279,2.9,2.0,7.5,-3%,-5.8%
CCOC(=O)Cc1nnc(NC(=O)Nc2ccccc2)s1,i,-15,.,.,0.67,-0.18,1,-1,-2.8,959,i,45,0.63,1239,1.4,2.6,7.6,5%,-2.7%
O=C(NNC(=O)c1ccc2nonc2c1)Nc1ccc(Cl)cc1,.,.,-3,691,-0.59,-0.2,0.023,0.012,-0.5,1271,i,56,0.33,1154,.,.,.,-5%,.
CCOc1ccc(OCCN2C(=O)NC(Cc3c[nH]c4ccccc34)C2=O)cc1 (stereo unspecified),i,-3,-7,733,-0.75,-0.2,-0.57,0.51,.,.,i,29,.,.,2.1,2.0,6.1,-6%,-0.8%
O=C(Cc1ccc(Cl)cc1)Nc1ccc2c(c1)C(=O)NC2=O,i,-7,17,751,0.78,-0.26,0.5,0.27,-0.4,1064,i,54,0.9,1439,3.1,1.9,5.9,-4%,0.4%
COC(=O)c1ccc(NS(=O)(=O)c2cccc3cccnc23)cc1,i,1,-2,831,0.24,0.37,0.072,0.23,-1.7,1146,i,57,-0.65,928,1.7,1.4,12,0%,3.4%
COC(=O)c1ccc(C2C(C(=O)c3cc4ccccc4o3)=C(O)C(=O)N2CCCN(C)C)cc1 (stereo unspecified),i,12,.,.,-0.14,-0.28,-0.7,-0.49,-4.3,931,i,40,0.65,1607,5.5,3.1,8.3,-1%,-1.3%
CCOc1ccc(-n2c(C)cc(/C=C3/C(=N)N4C(=NC3=O)SN=C4S(C)(=O)=O)c2C)cc1,i,0,-2,697,0.15,0.044,0.031,0.76,-0.7,1172,i,47,-0.11,1170,2.2,2.9,5.1,-14%,0.2%
c1ccc(CCN(Cc2ccccc2)Cc2nc(C3CC3)no2)cc1,i,1,-28,639,2.1,-0.07,1.5,-1.4,-0.6,1495,i,65,.,.,1.8,3.2,6.1,-3%,-2.4%
O=C(Nc1ccc(Cc2ccncc2)cc1)c1cccs1,i,11,5,681,-0.78,-0.3,-0.32,0.59,-0.8,1033,i,64,-0.85,1244,1.2,1.2,6.6,-4%,-1.0%
CCN(CC)Cc1c(O)c(Cl)cc2c3c(c(=O)oc12)CCCC3,i,3,.,.,-0.045,-0.23,-0.17,-0.11,-0.3,1302,i,43,-0.31,1729,3.7,1.6,3.9,-5%,4.7%
CCOc1ccc(Nc2nc(N)nc(CN3CCN(c4ccccc4F)CC3)n2)cc1,i,8,-1,691,-0.8,-0.27,-0.48,1.4,-2.1,1027,i,54,-0.31,1451,4.8,0.9,9.9,6%,-1.4%
O=[N+]([O-])c1ccc(-n2nncc2-c2ccc(Cl)cc2)cc1,i,-8,15,807,-0.94,0.014,-0.15,0.53,-5.1,1244,i,21,0.6,927,1.1,0.7,0.9,9%,0.2%
CC(C)CCn1c(CN2CCN(C(=O)c3ccco3)CC2)nc2c1c(=O)n(C)c(=O)n2C,i,-11,.,.,0.063,-0.11,0.088,-0.19,.,.,i,43,-1.3,873,2.6,3.2,8.8,-8%,1.1%
COc1cc(C(=O)n2nc(C)cc2C)cc(OC)c1OC,i,12,.,.,0.93,-0.16,0.78,0.53,0.4,1148,i,34,0.15,971,1.9,3.6,10,-12%,3.9%
CCn1c(SCC(=O)N2CCCC2)nc2ccccc21,i,26,-2,675,0.14,-0.28,-0.011,1.2,-3.2,1066,i,23,-1.4,1335,1.8,2.6,0.2,9%,-1.6%
CSC1=NC(=O)/C(=C/c2ccc(SC)cc2)S1,i,-12,.,.,0.18,-0.094,0.2,0.73,-0.9,1014,i,44,-0.56,1076,2.8,1.7,6.3,-8%,0.0%
CCOCCCNC(=O)c1cn(C)c2ccc(S(=O)(=O)N(C)C3CCCCC3)cc2c1=O,i,6,.,.,0.14,-0.24,0.12,0.037,.,.,.,.,0.62,928,3.9,3.4,10.0,2%,-1.1%
O=C(CN1CCN(Cc2ccc(Cl)cc2)CC1)N/N=C/c1cccs1,.,.,9,806,-0.28,-0.25,0.31,0.55,0.4,1318,i,49,-0.06,1130,.,.,.,-1%,.
Nc1cc(N)nc(SCC(=O)c2ccccc2)n1,i,4,.,.,-0.14,-0.18,-0.81,0.2,-1.0,1401,i,54,0.39,1531,2.7,1.3,8.7,-1%,-0.8%
CC(C)(C)OC(=O)NCCCCCC(=O)N/N=C/c1coc2ccccc2c1=O,.,.,5,772,-0.13,-0.2,-0.31,-0.051,-1.4,1341,i,16,1.1,1057,.,.,.,13%,.

# Assay outcomes as filed in PubChem.
